# HTR2A ag: activates the mouse 5-HT2A serotonin receptor; P35363; CHO-K1 mHTR2A beta-arrestin complementation, luminescence; percent of 30 µM serotonin response; activation, % at 7.6 µM; hit rate 0.66% among 360,000; AID 624169;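 active means activation above a run cutoff, the mean activation of all tested compounds plus 3 SD, cut at about 14% in these data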;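 further: 0% = plate median of compound wells and 100% = 30 µM serotonin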
# Target sequence (P35363 whole entry, looked up): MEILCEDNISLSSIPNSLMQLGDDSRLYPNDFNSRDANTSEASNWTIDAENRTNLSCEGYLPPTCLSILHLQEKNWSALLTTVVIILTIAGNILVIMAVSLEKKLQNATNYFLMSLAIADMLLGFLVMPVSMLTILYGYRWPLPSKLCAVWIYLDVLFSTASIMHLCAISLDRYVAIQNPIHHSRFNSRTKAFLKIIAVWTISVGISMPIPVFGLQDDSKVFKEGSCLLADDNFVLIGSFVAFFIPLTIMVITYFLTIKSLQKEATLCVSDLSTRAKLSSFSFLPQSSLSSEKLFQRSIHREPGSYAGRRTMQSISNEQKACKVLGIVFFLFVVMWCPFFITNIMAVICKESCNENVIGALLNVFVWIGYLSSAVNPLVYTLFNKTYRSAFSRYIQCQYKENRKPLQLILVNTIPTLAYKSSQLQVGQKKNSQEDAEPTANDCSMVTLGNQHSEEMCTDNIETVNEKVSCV
# Cardio protect: modulators protecting cardiomyocytes from myocardial damage; H9c2 cardiomyocytes, H2O2 injury protection, ATPLite, 2 h; protection from H2O2 cell death, % at 20 µM; hit rate 0.63% among 360,000;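 active means compounds giving at least 50% protection of heart cells from peroxide-induced death in the single-dose screen, raw or plate-pattern-corrected value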;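 further: 0% = DMSO wells with peroxide and 100% = DMSO wells without peroxide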
# NR2E3 ag-1: activates human NR2E3 receptor; CHO-S Gal4-NCOR/VP16-NR2E3 two-hybrid, luciferase; inhibition of corepressor binding, % at 3.98 µM; hit rate 0.35% among 360,000; AID 602229;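 active means inhibition above the mean of all tested compounds plus 3 SD, cut at about 70% in these data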;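 further: 0% = DMSO with NR2E3 transfected cells and 100% = cells lacking NR2E3 construct; higher means lower luciferase signal from less NR2E3 corepressor binding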
# Target sequence (Q9Y5X4 whole entry, looked up, the tested form may be a part): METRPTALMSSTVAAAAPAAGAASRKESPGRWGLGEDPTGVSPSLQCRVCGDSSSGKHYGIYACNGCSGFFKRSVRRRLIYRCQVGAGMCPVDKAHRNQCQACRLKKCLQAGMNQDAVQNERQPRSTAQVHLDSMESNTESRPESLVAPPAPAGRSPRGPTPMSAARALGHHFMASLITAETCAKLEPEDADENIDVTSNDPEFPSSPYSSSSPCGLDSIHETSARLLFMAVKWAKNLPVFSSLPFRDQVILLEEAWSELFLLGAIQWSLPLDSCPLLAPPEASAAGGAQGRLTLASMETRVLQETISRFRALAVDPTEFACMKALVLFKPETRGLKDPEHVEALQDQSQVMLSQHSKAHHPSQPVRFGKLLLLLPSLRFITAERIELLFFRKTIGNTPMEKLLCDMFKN
# NR2E3 ag-2: agonists of human nuclear receptor NR2E3; Q9Y5X4; GST-NR2E3/biotin-RetCOR TR-FRET, 1536-well; inhibition of corepressor binding, % at 4.78 µM; hit rate 0.12% among 320,000; AID 2300;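 active means percent inhibition above the cutoff of mean plus 3 SD of all tested compounds, set per screening campaign, cut at about 20% in these data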;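 further: 0% = DMSO wells and 100% = biotin wells as full block of FRET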
#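 System: GST-tagged NR2E3 plus biotinylated RetCOR corepressor; Amount: 1.35 nM GST-tagged NR2E3 final; Dosing: single nominal compound dose of 4.8 µM; Schedule: 5 h incubation at 4 °C; Technique: TR-FRET with europium anti-GST and streptavidin-D2, 340 nm excitation; Controls: biotin wells as high control, 0.6% DMSO wells as low control.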
# Peg3 promoter: inhibitors of Peg3 promoter | inhibition, % at 20 µM | HeLa PEG-Prom luciferase reporter, luminescence, overnight | AID 588405 | hit rate 1.7% among 360,000;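 active means inhibition of at least 50% at 20 µM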
# Shn3 inh set2: Schnurri-3 reporter inhibition in Clone20 osteoblasts | Clone20 osteoblast Shn3 3'UTR firefly luciferase, 24 h | hit rate 0.52% among 360,000 | inhibition, % at 12.5 µM;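 active means mean inhibition of at least 75% with every replicate also reaching 75%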;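 further: 0% = median of neutral control wells and 100% = pilot-screen positive control compound; some compounds past the cut are filed as inactive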
# HIF-2a inh: HIF-2a inhibition; 786-0 RCC cells HIF-2a reporter, luciferase luminescence, overnight; inhibition, % at 18.8 µM; hit rate 0.72% among 360,000;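 active means inhibition of the luminescence signal of 40% or more relative to plate controls, in a single-dose primary screen at 18.75 µM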
# PDI inh: PDI (human) enzyme inhibition; P07237; PDI insulin aggregation turbidity, A650, 90 min; inhibition, % at 10 µM; hit rate 0.052% among 350,000; AID 588391;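 active means mean inhibition across replicates of 30% or more, whatever share of single replicates reach that level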;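 further: absorbance from insulin aggregation driven by PDI reduction with DTT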
# TRPM1 prom inh: MITF TRPM1 promoter inhibition in SK-MEL-5 cells | SK-MEL-5 TRPM1 promoter luciferase, 24 h | AID 488899 | inhibition, % at 12.5 µM | hit rate 0.83% among 330,000;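 active means mean inhibition across replicates of 60% or more, whatever share of single replicates reaches that level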; further: values of inactives mirror those of a sister screen read the other way
# hiPSC survival: increases survival of single human iPS cells; hiPSC single-cell survival, ATPlite luminescence; 100% = ROCK inhibitor wells, 0% = DMSO; survival enhancement, % at 20 µM; hit rate 0.044% among 360,000; AID 602274; in the data active means survival enhancement above about 18%;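 further: cells exposed to compounds for 16 hours before the ATP read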
# CaV13 ICDI inh: Primary screen for inhibitors of IQ motif and Ca2+-dependent inactivation inhibitor domain binding in CACNA1D, Förster resonance energy transfer in living cells, … | HEK cells, CFP/YFP FRET ICDI-IQ, plate reader, 10 min; percent FRET-ratio fall versus neutral wells | inhibition, % at 12.3 µM | hit rate 0.098% among 340,000 | AID 743397;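 active means mean replicate inhibition of at least 30% and at least 1% of replicates passing that level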;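 further: 0% = median of the neutral control wells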
# The depositor's hits bear a star; x = not tested or not shown; & = joins results of further samples. No enrichment for hits; 3.9% or so of the library scored in one or more.
SMILES,HTR2A ag,Cardio protect,NR2E3 ag-1,NR2E3 ag-2,Peg3 promoter,Shn3 inh set2,HIF-2a inh,PDI inh,TRPM1 prom inh,hiPSC survival,CaV13 ICDI inh
COc1ccc(-c2ccc3oc(-c4ccsc4)c(-c4ccc(OC)cc4)c3c2)cc1,9.5,-8.4,1.1,1.1,4.4,-4.2,0.3,-5.7,14.4,2.3,-11.5
CC(C)(C)N1C(=O)[C@H]2[C@@H](c3ccc(Br)cc3)N3C(=O)N(c4cccc(Br)c4)C(=O)[C@@]3(Cc3ccccc3)[C@H]2C1=O,-3.4,6.0,-19.8,0.8,14.5,0.8,11.1,-3.5,0.3,0.5,x
COC(=O)c1ccc2nc(-c3ccc(F)cc3)c(Cc3ccsc3)n2c1,1.6,3.5,-46.6,x,-43.7,4.1,-57.8,x,x,-1.1,-3.4
Cc1cccc(C(=O)Nc2ccc(C(=O)N/N=C/c3cccnc3)cc2)c1,-0.2,-2.6,8.8,2.9,-4.1,-4.2,11.1,11.2,-7.6,-0.6,-3.1
O=[N+]([O-])c1ccc(Cl)cc1Sc1cccc2cccnc12,-5.3,14.7,-4.0,1.1,20.3,0.2,24.1,-0.9,19.9,2.7,x
Cc1nc(CN2CCN(C(=O)c3ccc(C(C)(C)C)cc3)CC2)cs1,-4.1,-1.0,30.0,2.8,0.8,4.8,4.0,x,x,-1.7,-2.7
Cc1nc2nc[nH]n2c(=O)c1NC(=O)CC12CC3CC(CC(C3)C1)C2,3.9&4.6,11.5&3.7,-16.2&-14.9,1.5&3.4,5.7&-1.5,-14.9&-2.7,14.4&1.9,-1.0&3.5,-9.5&-5.3,-3.3&-0.1,-2.5&-9.6
Cc1ccc2cc(C)c3nnc(SCc4ccc(C(=O)O)cc4)n3c2c1C,1.6,8.5,5.9,-2.4,16.1,-2.0,10.4,8.8,11.6,-0.1,-16.1
CC[C@H](C)[C@@H](C(=O)NCCCCCCCCCCC(=O)N1CCN(C(=O)OC(C)(C)C)CC1)n1cc(CCCCCNC(=O)OC(C)(C)C)nn1,-1.8,-13.7,11.8,3.6,28.3,89.4*,1.9,1.2,64.9*,-3.0,-12.8
CC1CN(c2cc(=O)n(-c3ccccc3)c(=O)[nH]2)CC(C)O1 (centres undefined),-1.7,9.8,-17.7,2.4,7.4,-36.6,4.2,x,6.2,1.5,-3.3
Cc1ccc(S(=O)(=O)Nc2cc(-c3ccc(Cl)cc3)nn2C)cc1,6.6,-2.8,17.1,2.5,13.4,-0.4,8.3,4.1,x,-0.4,-2.8
COc1ccc(S(=O)(=O)n2nc(C)c(S(=O)(=O)N3CCOCC3)c2C)cc1,0.7,-1.5,-29.6,2.0,6.3,-16.0,1.4,2.9,8.3,-0.3,-3.8
CN(C)c1cc[n+](Cc2ccccc2)cc1,1.7,-25.9,-15.3,0.8,14.3,62.4,12.0,12.4,13.5,-1.2,-1.5
Cc1ccc(Nc2nnc(-c3ccccc3N)o2)cc1C,-2.5,-7.0,-153.4,-1.1,-280.9,-85.2,-294.1,24.9,-77.4,-0.8,-17.8
Cc1nc2nc3c(c(=O)n2[nH]1)CCC3,-0.5,7.6,-19.7,-0.9,12.8,-12.4,19.5,5.5,-3.3,8.5,-3.7

# Already shown: entries from further up.
SMILES,HTR2A ag,Cardio protect,NR2E3 ag-1,NR2E3 ag-2,Peg3 promoter,Shn3 inh set2,HIF-2a inh,PDI inh,TRPM1 prom inh,hiPSC survival,CaV13 ICDI inh
COc1ccc(-c2ccc3oc(-c4ccsc4)c(-c4ccc(OC)cc4)c3c2)cc1,9.5,-8.4,1.1,1.1,4.4,-4.2,0.3,-5.7,14.4,2.3,-11.5
CC(C)(C)N1C(=O)[C@H]2[C@@H](c3ccc(Br)cc3)N3C(=O)N(c4cccc(Br)c4)C(=O)[C@@]3(Cc3ccccc3)[C@H]2C1=O,-3.4,6.0,-19.8,0.8,14.5,0.8,11.1,-3.5,0.3,0.5,x
COC(=O)c1ccc2nc(-c3ccc(F)cc3)c(Cc3ccsc3)n2c1,1.6,3.5,-46.6,x,-43.7,4.1,-57.8,x,x,-1.1,-3.4
Cc1cccc(C(=O)Nc2ccc(C(=O)N/N=C/c3cccnc3)cc2)c1,-0.2,-2.6,8.8,2.9,-4.1,-4.2,11.1,11.2,-7.6,-0.6,-3.1
O=[N+]([O-])c1ccc(Cl)cc1Sc1cccc2cccnc12,-5.3,14.7,-4.0,1.1,20.3,0.2,24.1,-0.9,19.9,2.7,x
Cc1nc(CN2CCN(C(=O)c3ccc(C(C)(C)C)cc3)CC2)cs1,-4.1,-1.0,30.0,2.8,0.8,4.8,4.0,x,x,-1.7,-2.7
Cc1nc2nc[nH]n2c(=O)c1NC(=O)CC12CC3CC(CC(C3)C1)C2,3.9&4.6,11.5&3.7,-16.2&-14.9,1.5&3.4,5.7&-1.5,-14.9&-2.7,14.4&1.9,-1.0&3.5,-9.5&-5.3,-3.3&-0.1,-2.5&-9.6
Cc1ccc2cc(C)c3nnc(SCc4ccc(C(=O)O)cc4)n3c2c1C,1.6,8.5,5.9,-2.4,16.1,-2.0,10.4,8.8,11.6,-0.1,-16.1
CC[C@H](C)[C@@H](C(=O)NCCCCCCCCCCC(=O)N1CCN(C(=O)OC(C)(C)C)CC1)n1cc(CCCCCNC(=O)OC(C)(C)C)nn1,-1.8,-13.7,11.8,3.6,28.3,89.4*,1.9,1.2,64.9*,-3.0,-12.8

# (list continues)
SMILES,HTR2A ag,Cardio protect,NR2E3 ag-1,NR2E3 ag-2,Peg3 promoter,Shn3 inh set2,HIF-2a inh,PDI inh,TRPM1 prom inh,hiPSC survival,CaV13 ICDI inh
COCCCNc1nc(CC(C)C)nc2c1nnn2Cc1ccccc1,-1.3,2.4,-23.8,-4.5,16.1,-0.2,8.1,2.9,-10.8,-0.8,19.1
COc1ccccc1CCNS(=O)(=O)c1cn(C)nc1C,5.1,1.6,-26.6,4.8,4.6,-4.5,3.9,-11.3,-6.0,-0.4,-5.0
CC(C)/C=C1\CCc2c([nH]c3ccccc23)C1=O,0.5,-6.8,-10.0,-0.2,-94.1,-7.4,-112.7,1.3,-27.1,0.4,-2.7
COc1ccc(C2C(C(=O)Nc3ccccc3)=C(C)N=C3SCC(=O)N32)cc1 (centres undefined),-4.2,-3.6,-3.1,-4.3,-1.1,4.4,12.8,-1.2,-2.8,-1.7,-5.0
O=C1[C@H]2[C@@H](c3ccc(F)cc3)N3C(=O)N(c4cccc(F)c4)C(=O)[C@@]3(Cc3ccccc3)[C@H]2C(=O)N1C1CCCCC1,-6.3,2.5,-7.0,0.0,-15.4,10.2,-10.6,9.4,2.7,0.3,-5.5
COc1ccccc1NC(=S)NC(=O)/C=C/c1ccco1,2.3,2.6,-19.3,-1.4,-15.8,-2.8,-13.7,3.9,-2.0,6.0,-5.2
Cc1cc(C)c(S(=O)(=O)N2CC=C(c3ccccc3)CC2)c(C)c1,-4.4,-18.0,-22.3,-0.3,19.8,10.4,0.7,4.4,-5.2,0.1,-1.1
O=C(N/N=C\C=C\c1ccc(Br)cc1)c1ccc2c(c1)OCO2,-2.5,0.8,-32.6,-3.4,17.9,19.5,8.7,12.2,-5.8,-0.1,-2.2
COC(=O)CSc1nnc(-c2ccc(OC)cc2OC)o1,-4.1,7.0,-13.4,2.9,8.8,30.5,24.2,2.8,0.0,-3.4,-1.3
COc1ccccc1N1CCN(C(=O)CCC(=O)O)CC1,1.0,-1.4,21.0,-2.5,8.5,3.1,16.5,2.4,1.6,0.6,-5.0
CC1C/C(=N/O)C(C)CN1 (centres undefined),3.3,7.0,-3.6,3.4,15.7,-19.6,-12.6,-12.5,-4.5,2.1,-3.2
CCOC(=O)c1c(C)c(C)n(Cc2ccc(OC)c(OC)c2)c1C,3.4,-6.2,3.9,-3.0,15.9,20.8,19.4,5.9,10.1,3.6,x
CC1Cc2nc(SCC(=O)Nc3ccc4c(c3)OCCO4)n(C)c(=O)c2S1 (centres undefined),-0.4,-8.3,-0.5,3.2,12.7,5.4,-2.6,-2.2,3.8,-0.6,x
COc1ccc(-c2[nH]c(-c3ccc4c(c3)OCO4)nc2-c2ccccc2)cc1,-2.5,-35.6,1.8,-0.5,10.5,-7.7,-24.5,-6.8,-1.2,-3.3,-4.1
COc1ccc(Cn2cc(CN3CC(N4CCSCC4)CS3(=O)=O)nn2)cc1 (centres undefined),3.1,x,2.0,x,x,x,15.3,x,x,0.7,-7.2
CN(C(=O)c1cccc(S(=O)(=O)N2CCCC2)c1)C1CCCCC1,2.8,4.1,13.0,3.5,-1.6,4.6,-9.1,-1.0,2.4,0.1,-3.2
COCC(=O)N1CCN(c2cccc(Cl)c2)CC1,5.7,0.2,-11.7,-1.8,2.6,-1.7,8.4,4.3,-2.9,-0.6,5.8
Cc1cc(C)cc(C(O)c2ncc(-c3ccc4ccccc4c3)[nH]2)c1 (centres undefined),-5.2,-4.3,-35.1,x,7.1,1.1,-12.3,5.8,x,-2.3,-5.6
O=C(Nc1cccc(-n2cnnn2)c1)c1cccnc1,-3.6,1.8,-8.4,-2.2,-2.1,-6.6,-3.1,-8.1,-7.9,0.6,-7.0
O=C(NCC(c1ccco1)N1CCN(c2ccccc2)CC1)C(=O)NC1CCCCC1 (centres undefined),-1.7,-0.4,-1.3,-2.4,5.7,-4.2,-4.5,-10.2,6.2,0.2,-2.6
Cc1nc(C)c(-c2csc(Nc3ccc(O)cc3C)n2)s1,-1.2,2.3,-12.0,4.1,-47.8,-11.0,-11.3,-6.2,-20.9,1.1,-2.5
COc1cccc(NC(=O)C2(C)CCN2Cc2cccc(OC)c2F)c1 (centres undefined),2.6,-2.3,-44.2,x,7.3,16.8,6.4,-3.2,x,-0.2,-4.5
Cc1ccn2c(-c3csc(NCc4ccccc4)n3)c(C)nc2c1,1.7,-20.7,38.1,-2.5,14.0,69.2,-18.5,2.9,5.8,2.8,-5.1
O=C(NNc1ccccc1Br)C(=O)n1ccc2ccccc21,-2.0,-4.5,-40.5,0.8,-3.0,3.7,9.1,0.8,12.5,0.2,-4.1
O[C@@H]1C[C@H](c2ccccc2)N(Cc2cccs2)C[C@H]1n1cc(C2CC2)nn1,-0.6,-7.6,5.5,x,-20.2,-21.2,-66.5,3.9,x,3.1,-6.7
O=C(NCc1ccccn1)[C@@H]1CCCN1C(=O)[C@@H]1CCCN1,1.0,x,-11.6,x,x,x,-1.1,x,x,-0.2,-8.9
CCOC(=O)c1cn(CC#N)c2cc(F)c(F)cc2c1=O,5.5,-2.6,-10.7,-2.9,3.7,11.3,17.1,-1.4,7.6,-0.5,5.2
CCN(CC)CC(O)Cn1c(C)c(-c2ccccc2)c2cc([N+](=O)[O-])ccc21 (centres undefined),-5.6,5.7,-8.8,1.3,75.1*,-5.2,-7.6,-0.8,-16.1,-0.7,-1.9
O=C(NC1CCCCC1)C1CC(O)CN1C(=O)OCc1ccccc1 (centres undefined),3.5,4.1,5.2,-4.6,3.0,-1.5,13.8,3.3,9.9,-1.9,-0.3

# Assay outcomes as filed in PubChem.
